COUP-TFII inh: blocks human COUP-TFII nuclear receptor. P24468. HEK293T NGFI-A luciferase reporter, luminescence. inhibition, % at 8.6 µM. 370,000 compounds, 0.7% hits;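 active means inhibition above a per-plate cutoff, mean inhibition of test wells between control levels plus 3 SD, cut at about 38% in these data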;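 further: cells cotransfected with COUP-TFII expression vector driving the NGFI-A reporter; 0% = median of COUP-TF2 test wells and 100% = reporter-only cells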
ABHD5 PLIN5 PPI: blocks binding of human ABHD5 to perilipin-5; Q00G26+Q8WTS1; Split G. princeps luciferase complementation, luminescence, 4 h; inhibition, % at 4 µM; 360,000 compounds, 0.78% hits;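 active means inhibition above the mean inhibition across every tested compound plus 3 SD, cut at about 22% in these data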;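 further: 0% = DMSO only wells and the 100% control is not disclosed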
TLR9-MyD88 block: blocks human TLR9 binding to MyD88. inhibition, % at 4.98 µM. CHO BLA complementation TLR9-MyD88, CCF4 FRET ratio. 340,000 compounds, 0.21% hits;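 active means inhibition above the mean over all tested compounds plus 3 SD, cut at about 21% in these data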;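 further: 0% = DMSO only wells and 100% = clavulanate BLA inhibitor control wells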
EBV LMP1 NFkB: reduces LMP1-driven NF-kappaB luciferase signal | LMP1-induced NF-kappaB luciferase reporter cells, luminescence | inhibition, % at 12.5 µM | 350,000 compounds, 0.69% hits | AID 504558; in the data active means inhibition above about 41%;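 further: 0% = neutral control wells and 100% = reference inhibitor control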
MC4R barr agon: activates human MC4R beta-arrestin recruitment. P32245. U2OS MC4R beta-arrestin complementation, luminescence; percent of melanotan II response, DMSO zero. activation, % at 8.9 µM. 360,000 compounds, 0.98% hits. AID 540308;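 active means activation above a per-plate cutoff, the mean activation of sample wells on that plate plus 3 SD, cut at about 8% in these data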
MC4R antagonist: antagonists of human melanocortin 4 receptor (MC4R). inhibition, % at 6.5 µM. AID 540295. 360,000 compounds, 0.48% hits. P32245. MC4R-expressing cells, MTII-stimulated cAMP, LANCE TR-FRET;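 active means inhibition above its plate's cutoff, the mean of tested wells on that plate plus 3 SD, cut at about 29% in these data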;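 further: 0% = Melanotan II alone and 100% = Melanotan II plus saturating MCL0020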
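Assay system: U2OS cells stably expressing human melanocortin 4 receptor (MC4R) / Dosing: 6.5 µM / Timing: compound 30 min, challenge 1 h, detection 1 h / Measured by: Eu-cAMP/anti-cAMP TR-FRET, emission 671 nm / Replicates: singlicate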
NOD2-RIPK2 inh: blocks binding of human NOD2 to RIPK2. CHO BLA complementation NOD2-RIPK2, CCF4 ratio. 360,000 compounds, 0.38% hits. AID 624267. inhibition, % at 4.98 µM; in the data active means inhibition above about 21%;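 further: 0% = vehicle only and 100% = reference blocker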
NCOA2 inhibitor: inhibits human steroid receptor coactivator 2 | HEK293 GAL4-SRC2 luciferase reporter, luminescence | inhibition, % at 9 µM | 370,000 compounds, 0.17% hits;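 active means inhibition above the mean inhibition of all tested compounds plus 3 SD, set per campaign, cut at about 52% in these data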;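 further: 0% = DMSO treated cells and 100% = cells given Gossypol at 36 µM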
LRH-1 inv ag: suppresses constitutive activity of human LRH-1; O00482; HEK293T StAR-luciferase reporter, LRH-1 transfected, 24 h; 360,000 compounds, 0.13% hits; AID 602396; inhibition, % at 3.6 µM;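 active means inhibition above the mean inhibition of all tested compounds plus 3 SD, cut at about 73% in these data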;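 further: 0% = DMSO wells and 100% = reporter-only cells lacking LRH-1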
NCOA1 inh: inhibitors of human steroid receptor coactivator 1 (SRC1); Q15788; HEK293 GAL4-SRC1 luciferase reporter, luminescence; inhibition, % at 3.6 µM; 360,000 compounds, 0.12% hits; AID 588354;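 active means inhibition above the campaign mean plus 3 SD, with each screening campaign given its own cutoff, cut at about 60% in these data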;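 further: 0% = DMSO treated cells and 100% = gossypol at 36 µM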
SRC3 inh: inhibits human SRC3 coactivator; Q9Y6Q9; HEK293 GAL4-SRC3 luciferase reporter, luminescence; inhibition, % at 3.6 µM; 360,000 compounds, 0.17% hits; AID 588352;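 active means inhibition above a per-campaign cutoff, the mean of all compounds plus 3 SD, cut at about 60% in these data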;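 further: 0% = DMSO-treated cells and 100% = gossypol-treated cells at 36 µM; higher means less SRC3-driven luciferase light from the GAL4 reporter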
Target sequence (Q9Y6Q9 whole entry, looked up, the tested form may be a part): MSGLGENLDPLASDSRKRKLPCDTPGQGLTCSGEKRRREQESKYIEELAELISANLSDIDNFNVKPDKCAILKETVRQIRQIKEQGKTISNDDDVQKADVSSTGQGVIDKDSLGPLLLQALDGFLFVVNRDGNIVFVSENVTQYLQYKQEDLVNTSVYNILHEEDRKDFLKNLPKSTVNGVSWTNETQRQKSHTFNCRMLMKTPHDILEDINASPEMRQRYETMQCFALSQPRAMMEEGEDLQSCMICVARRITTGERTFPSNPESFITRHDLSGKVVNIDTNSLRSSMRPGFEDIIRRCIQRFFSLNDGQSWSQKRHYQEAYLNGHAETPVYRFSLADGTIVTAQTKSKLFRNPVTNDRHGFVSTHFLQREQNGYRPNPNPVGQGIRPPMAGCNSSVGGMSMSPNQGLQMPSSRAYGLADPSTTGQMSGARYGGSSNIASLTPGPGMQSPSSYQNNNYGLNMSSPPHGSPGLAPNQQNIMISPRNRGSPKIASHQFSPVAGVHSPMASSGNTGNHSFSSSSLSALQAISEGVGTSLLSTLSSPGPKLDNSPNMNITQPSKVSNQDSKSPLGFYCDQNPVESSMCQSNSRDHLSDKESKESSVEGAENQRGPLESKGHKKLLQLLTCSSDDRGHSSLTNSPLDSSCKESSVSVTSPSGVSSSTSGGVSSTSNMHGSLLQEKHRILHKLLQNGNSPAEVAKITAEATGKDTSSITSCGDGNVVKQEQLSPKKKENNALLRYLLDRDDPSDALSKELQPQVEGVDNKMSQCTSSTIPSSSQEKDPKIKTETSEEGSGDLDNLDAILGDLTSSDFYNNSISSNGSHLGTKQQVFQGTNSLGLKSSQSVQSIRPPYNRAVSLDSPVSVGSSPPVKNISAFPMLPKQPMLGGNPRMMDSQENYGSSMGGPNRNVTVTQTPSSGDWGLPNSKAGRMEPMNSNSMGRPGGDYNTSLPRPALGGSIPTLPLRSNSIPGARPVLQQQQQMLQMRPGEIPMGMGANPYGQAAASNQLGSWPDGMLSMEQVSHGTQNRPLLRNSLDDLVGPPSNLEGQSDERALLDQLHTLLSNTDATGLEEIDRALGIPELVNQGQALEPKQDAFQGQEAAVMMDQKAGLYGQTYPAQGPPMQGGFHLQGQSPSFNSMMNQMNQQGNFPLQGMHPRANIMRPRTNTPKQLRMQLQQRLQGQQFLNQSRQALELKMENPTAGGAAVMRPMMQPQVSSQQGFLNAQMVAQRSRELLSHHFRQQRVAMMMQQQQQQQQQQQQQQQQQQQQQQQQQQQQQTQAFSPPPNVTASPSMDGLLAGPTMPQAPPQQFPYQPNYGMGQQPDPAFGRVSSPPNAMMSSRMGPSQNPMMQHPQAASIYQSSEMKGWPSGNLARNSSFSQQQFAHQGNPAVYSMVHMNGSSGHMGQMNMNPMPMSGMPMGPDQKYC
Starred values were filed as active, the others as inactive; . = not tested or not shown. This is a subset; count on the stated rates, not on these rows.

SMILES | COUP-TFII inh | ABHD5 PLIN5 PPI | TLR9-MyD88 block | EBV LMP1 NFkB | MC4R barr agon | MC4R antagonist | NOD2-RIPK2 inh | NCOA2 inhibitor | LRH-1 inv ag | NCOA1 inh | SRC3 inh
Cc1ccc(-c2cc(C(=O)N3CCc4ccccc4C3)[nH]n2)cc1C | 10.4 | 9.5 | -4.3 | -5.8 | -1.4 | -2.4 | 2.3 | 12.9 | -6.0 | -12.5 | -9.4
Cc1ccc(S(=O)(=O)C2(C(=O)NCCc3ccccc3)CC2)cc1 | -2.5 | -7.1 | -12.7 | -1.8 | -0.3 | 2.6 | -2.3 | 1.6 | -4.1 | -21.2 | -10.8
C=C1CC(C(=O)N/N=C/c2ccccc2)C1 | -8.2 | -4.4 | 9.6 | -11.9 | 0.7 | 9.2 | -8.6 | -30.8 | -34.3 | -33.2 | 1.2
Cc1ccc(OCCNC(=O)c2cccc(S(=O)(=O)NCc3ccccc3)c2)cc1 | 10.8 | -1.7 | 0.7 | -13.5 | -0.9 | -17.3 | 2.4 | 3.7 | 30.4 | -5.0 | -6.8
CC1=C(c2ccc(C)cc2)S(=O)(=O)N(CC(=O)O)C1=O | 9.7 | -4.9 | 4.8 | 11.5 | -2.1 | 13.6 | 15.2 | 8.0 | 2.1 | -9.5 | 20.1
CCN(CC)S(=O)(=O)c1ccc(O)c(C(=O)OCC(=O)N2c3ccccc3CC2C)c1 (stereo unspecified) | 0.6 | -1.2 | 4.2 | -0.9 | 1.1 | 21.6 | -0.8 | 11.9 | 17.4 | -19.4 | 15.7
C=C(C)C1CC=C(C)/C(=N/NC(=O)CNc2ccc(C)cc2C)C1 (stereo unspecified) | 5.6 | 0.3 | 4.2 | -7.1 | 4.3 | 1.0 | 4.6 | 5.6 | -12.9 | 12.3 | 0.6
COc1ccccc1-c1nn2c(C(F)(F)F)nnc2s1 | -12.2 | 9.8 | -7.8 | -2.5 | 1.0 | 2.5 | -4.2 | -19.2 | 13.3 | -4.7 | -7.3
O=C(COC(=O)c1cccs1)NC12CC3CC(CC(C3)C1)C2 | -15.4 | -0.6 | -6.8 | -0.8 | -0.7 | 8.5 | -1.8 | -16.3 | -0.7 | -6.3 | 9.1
Cc1ccc2nc3c(c(Nc4ccc(O)cc4)c2c1)CCC3 | 11.9 | 0.3 | -10.0 | -0.2 | 0.1 | -7.6 | -5.7 | 2.8 | 7.7 | -0.3 | 5.0
CCCCC(=O)NC(=S)NNC(=O)c1ccc(OC)cc1 | -1.3 | -2.8 | 0.1 | 14.4 | -3.8 | 6.9 | -8.4 | -3.1 | -2.8 | -4.4 | -1.4
Cc1cccc(-c2ocnc2C(=O)Nc2ccccc2NC(=O)c2ccccn2)c1 | -2.7 | 0.1 | 6.7 | -9.4 | -1.2 | 3.4 | -7.3 | 11.8 | 2.3 | 6.0 | -9.6
Cc1cccc(OCC(=O)Nc2ccc(S(=O)(=O)Nc3cc(C)nc(C)n3)cc2)c1 | 9.0 | -0.4 | 12.3 | -1.9 | -1.8 | 7.5 | -5.3 | -12.7 | -7.8 | -1.2 | 12.9
Fc1ccc(NCc2ccccc2F)cc1Cl | -9.5 | 5.0 | 3.3 | -0.3 | 0.7 | -6.0 | -11.0 | -25.6 | -8.3 | -4.3 | 7.2
O=C(O)CSC(C(=O)Nc1ccc(Br)cc1)c1ccccc1 (stereo unspecified) | 9.2 | 5.3 | 1.0 | -1.0 | -2.9 | 3.1 | 2.0 | -4.3 | 4.4 | 23.8 | 1.9
COc1ccc(C2N(c3ccc(Cl)cc3)C(=O)C3CCCN32)cc1 (stereo unspecified) | -7.9 | 4.4 | -13.5 | -9.0 | -1.6 | 9.8 | -6.5 | -0.7 | -28.1 | -0.6 | 0.5
CCN1C(=O)c2ccccc2S(=O)(=O)c2ccc(C(=O)N3CCOCC3)cc21 | -3.9 | -2.9 | 5.7 | -11.3 | -0.1 | 1.6 | 5.0 | 1.1 | 30.6 | 0.1 | -3.5
COc1cccc(C(=O)NC(=S)Nc2ccccc2N2CCCCC2)c1 | -10.5 | -6.4 | -2.7 | -5.6 | -0.5 | 1.0 | 0.1 | 17.9 | 8.6 | -10.9 | -3.0
CCN(CC)c1ccc(C=N/C(C#N)=C(\N)C#N)cc1 | -41.2 | -2.6 | -11.0 | -10.6 | 0.1 | -2.6 | -14.1 | -97.6 | -59.3 | -97.6 | -50.2
CC(C)C[C@H]1CN(CCCC[C@H]2CNC(=O)C(=O)N2CC2CCCCC2)C(=O)C(=O)N1CCc1ccccc1 | -2.7 | -0.4 | . | . | . | . | -1.4 | 4.4 | 5.9 | . | .
C/C(=C\c1cccc(Br)c1)C(=O)c1c(C)cc(C)[nH]c1=O | 16.3 | -1.6 | 1.1 | 18.1 | -2.6 | 1.1 | 9.2 | 8.5 | 5.6 | 4.6 | 9.8
COCc1[nH]c(=S)[nH]c(=O)c1C | -1.6 | -4.9 | -5.1 | 2.0 | -0.1 | 2.7 | 3.4 | -14.0 | 15.2 | 18.1 | 23.3
O=C(COc1ccccc1[N+](=O)[O-])Nc1ccc2c(c1)CCC2 | -5.1 | -3.7 | 9.1 | -33.8 | 12.8* | 2.3 | 0.0 | -63.5 | -55.3 | -92.0 | -54.1
CCOC(=O)C(CC)n1cnc2c(nnn2-c2cccc(OC)c2)c1=O (stereo unspecified) | 0.5 | -2.7 | 0.4 | -7.3 | -1.9 | 5.1 | 4.8 | -5.9 | -3.6 | -19.4 | -3.1
Cc1ccc(C(=O)Cn2ncsc2=N)cc1 | -48.8 | 1.7 | -18.2 | -26.2 | -3.2 | 1.5 | -13.3 | -40.6 | -114.8 | -65.5 | -64.3
Cc1ccc(S(=O)(=O)C2(C(=O)N3CCCC(C)C3)CC2)cc1 (stereo unspecified) | . | -4.0 | -4.7 | -24.4 | -1.3 | -2.9 | 4.2 | . | 4.9 | -7.4 | 0.5
CCCCn1c(CN2CCN(c3ccc(F)cc3)CC2)nc2c1c(=O)n(C)c(=O)n2C | -9.3 | 7.4 | -7.0 | 22.9 | -0.1 | 5.9 | -2.3 | -0.8 | 9.9 | -6.8 | -9.8
CCOC(=O)c1c[nH]c(=S)n1C | -1.1 | -1.2 | -6.2 | 10.5 | -2.0 | 8.4 | 4.4 | 0.0 | 5.7 | -3.3 | -6.4
CC1CCN(S(=O)(=O)c2ccc(NC(=O)Cc3ccccc3)cc2)CC1 | -3.9 | 33.3* | 8.6 | -1.2 | 1.4 | -3.9 | -0.7 | 16.5 | -7.0 | -29.7 | 9.8
CCCNC(=O)C1CC(=O)N(c2ccc(OCC)cc2)C1 (stereo unspecified) | 8.8 | 1.8 | 4.0 | -8.9 | -2.5 | -2.8 | 0.4 | -11.9 | 14.4 | -25.9 | 21.7
Cc1cc(C)nc(/N=C2\NC(=O)CC(C(=O)O)N2CCc2c[nH]c3ccccc23)n1 (stereo unspecified) | 5.1 | -2.3 | 0.0 | -0.7 | 0.9 | 15.7 | -2.3 | -3.9 | 2.9 | 7.8 | -2.0
O=C(c1ccccc1F)N1CCN(c2cnn(-c3cccc(Cl)c3)c(=O)c2Cl)CC1 | -7.9 | 0.7 | -7.9 | 1.3 | -0.9 | 7.8 | 2.4 | 9.9 | 20.6 | -12.6 | 26.8
CCCNC(=O)c1ccccc1NC(=O)c1ccccc1SC | -1.4 | -2.7 | 7.8 | -12.3 | -0.4 | 0.3 | -2.7 | 11.8 | 35.8 | -1.2 | -11.5
CCOc1ccc(CCNC(=O)COC(=O)Cn2nc(C)c([N+](=O)[O-])c2C)cc1OCC | 5.0 | 3.3 | -6.5 | 3.8 | -3.6 | 13.3 | -10.6 | -1.2 | -17.2 | -11.9 | -0.8
COc1ccc(COc2cc(-c3cccc(OC)c3)nc3ccc(NC(=O)c4ccc(N(C)C)cc4)cc23)cc1 | . | -1.4 | 11.5 | -4.8 | -0.8 | -10.6 | 13.2 | . | 28.4 | 2.7 | -2.6
O=C(CSc1nc2ccccc2n1S(=O)(=O)c1ccccc1)N1CCCC1 | 8.9 | 1.5 | 6.8 | -8.8 | -0.7 | 3.3 | 0.8 | -13.3 | 10.8 | -17.6 | 6.1
COc1ccc(-c2csc(NC(=O)c3ccc(N4C(=O)CCC4=O)cc3)n2)cc1 | -3.4 | 4.1 | 7.1 | 6.5 | 1.3 | 50.5* | -8.3 | -3.4 | -7.1 | -7.7 | -1.3
CCOC(=O)c1ccc(NC(=O)Oc2cc(C)c(Cl)cc2C(C)C)cc1 | -4.9 | -1.6 | 3.7 | -3.6 | 4.2 | 7.7 | -2.3 | -0.9 | -7.0 | 2.0 | -3.2
CS(=O)(=O)N(CC(=O)Nc1cccc([N+](=O)[O-])c1)c1ccccc1F | -8.1 | 3.7 | 11.4 | -1.5 | -2.5 | 4.2 | -5.7 | 12.9 | -3.4 | -3.9 | 15.8
CCc1cc(=O)oc2cc(C)cc(OCC(=O)NCc3ccccn3)c12 | 6.5 | 7.5 | 1.1 | -4.1 | -1.4 | 13.3 | -0.7 | 10.2 | -4.3 | 0.0 | -21.1
Cc1cccc(CC(C)NC(=O)c2cc(COc3ccc(F)cc3F)on2)n1 (stereo unspecified) | -2.4 | -0.9 | -1.8 | -6.5 | -3.1 | -1.0 | 5.4 | -58.9 | -28.5 | -11.9 | -15.7
CN(CC(=O)Nc1ccccc1C(=O)NC1CC1)Cc1ccccc1F | -19.9 | 1.5 | -10.8 | -2.1 | -1.5 | -2.5 | 2.6 | 11.3 | 17.9 | -5.7 | 1.6
Cc1ccc(C(=O)OCC(=O)c2ccc(Cl)s2)s1 | -14.7 | -1.7 | 5.5 | -1.6 | -0.7 | 1.9 | 5.7 | -33.0 | -10.9 | 2.2 | -8.2
CCCS(=O)(=O)N1CCN=C1SCc1cccc(F)c1 | 13.7 | -9.8 | 11.1 | 1.1 | -1.2 | 4.2 | 4.0 | -9.7 | 14.5 | -19.8 | 14.8
COc1cc(Cl)ccc1OCc1cc(C(=O)NC2CCc3ccccc32)no1 (stereo unspecified) | 2.5 | 1.3 | 2.6 | -1.1 | 4.8 | 5.8 | -2.4 | 4.5 | -1.9 | 14.9 | -13.2
Cc1nn(Cc2ccc([N+](=O)[O-])cc2)c(=O)n1N(C)c1ncc(C(F)(F)F)cc1Cl | 2.3 | -0.7 | 0.4 | 6.3 | -1.1 | -0.5 | 11.8 | 9.2 | 0.2 | -22.9 | 15.3
COc1cc2ccc(=O)oc2cc1OCC(O)C(C)(C)O (stereo unspecified) | -20.0 | -2.0 | 1.9 | 5.1 | -0.2 | 0.8 | -17.8 | 7.9 | 17.7 | -1.6 | 4.2
